# HCMV inh: inhibitors of human cytomegalovirus; 410,000 tested, 4.5% active; activity change, negative = inhibition, % at 57.5 µM; HFF cells, HCMV-luciferase reporter, 72 h; hits give low values; in the data active = activity change below about -60%; inconclusive = no clear call, values can overlap the other calls; inactive = above about -39%
#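 Luciferase read-out from HCMV-luciferase-infected HFFs (MOI 1 PFU/cell) 72 h post infection at 37C; compounds added after 16 h cell attachment; activity normalized between buffer-only basal and Salinomycin (10uM) inhibitor controls.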
# AmpC detergent: AmpC beta-lactamase inhibition with detergent present | Potency, µM (top dose mostly 114 µM), without a hit: at the top dose activity change, negative = inhibition, hits mostly inhibitors | AID 485294 | AmpC hydrolysis of nitrocefin, absorbance 480 nm, 0.01% Triton | 370,000 tested, 0.041% active | P00811;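 also: potency is read from the fitted curve at half-maximal effect; 0% = no-compound wells and -100% = no-enzyme wells; nearly all actives have a fitted effect of over 25% in size; some results filed as inactive show a strong effect at the top dose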
# Target sequence (P00811 whole entry, looked up): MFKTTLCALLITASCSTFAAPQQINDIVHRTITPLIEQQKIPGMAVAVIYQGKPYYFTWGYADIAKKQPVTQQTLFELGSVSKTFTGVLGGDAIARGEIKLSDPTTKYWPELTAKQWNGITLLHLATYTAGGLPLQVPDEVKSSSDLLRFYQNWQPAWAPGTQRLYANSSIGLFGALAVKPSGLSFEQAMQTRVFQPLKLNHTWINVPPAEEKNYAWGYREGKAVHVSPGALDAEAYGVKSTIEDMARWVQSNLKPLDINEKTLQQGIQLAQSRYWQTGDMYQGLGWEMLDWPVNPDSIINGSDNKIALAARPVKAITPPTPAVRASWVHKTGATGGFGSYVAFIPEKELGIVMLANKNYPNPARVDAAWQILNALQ
#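 AmpC (5.3 nM in the dispensed reagent) in 20 mM phosphate pH 7.0 with 0.01% (detergent screen) or 0.0001% Triton X-100 was preincubated with compounds for 15 min at room temperature. Nitrocefin was then added from an 800 uM solution, and hydrolysis was followed at 480 nm.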
# Sm TGR block: S. mansoni TGR enzyme inhibition. Q962Y6. purified TGR, DTNB reduction, TNB absorbance 405 nm. Potency, µM (doses to about 114 µM), for inactives: at the top dose activity change, negative = inhibition, hits mostly inhibitors. 360,000 tested, 3% active. AID 485364; also: potency is read from the fitted curve at half-maximal effect; nearly all actives have a fitted effect of over 60% in size
#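 First, TGR (20 nM dispensed) and NADPH were mixed with compound. Second, a 15 min room-temperature incubation followed. Third, further NADPH and then DTNB were added to start the reaction. Finally, TNB absorbance was monitored kinetically.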
# TbPYK inhibitor: blocks Trypanosoma brucei pyruvate kinase. TbPYK enzyme, Kinase-Glo Plus ATP luminescence, 45 min. Potency, µM (top dose mostly 76.8 µM), without a hit: at the top dose activity, negative = inhibition, most hits filed as inhibitors. 410,000 tested, 0.12% active; also: potency is read from the fitted curve at half-maximal effect; nearly all actives have a fitted effect of over 50% in size
#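 T. brucei PYK with substrate was exposed to pin-transferred compounds across a concentration series, then started with 130 uM ADP (final). After 45 min at room temperature, Kinase-Glo Plus luminescence was read, normalized and curve-fitted.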
# AmpC no deterg: blocks E. coli AmpC beta-lactamase in detergent-free assay. P00811. Potency, µM (doses to about 57.1 µM), without a hit: at the top dose activity change, negative = inhibition, usual class: inhibitors. AmpC nitrocefin hydrolysis, absorbance 480 nm, 0.0001% Triton. 330,000 tested, 0.52% active;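 also: potency is read from the fitted curve at half-maximal effect; plate controls were no compound for no effect and no enzyme for full effect; nearly all actives have a fitted effect of over 20% in size; some results filed as inactive show a strong effect at the top dose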
#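 20 mM phosphate pH 7.0 + 0.01% (detergent screen) or 0.0001% Triton X-100; 5.3 nM AmpC reagent; cpd preinc 15 min RT; nitrocefin (800 uM stock) to start; A480 q20 s × 4 min; Activity was normalised to no-enzyme and no-compound control wells.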
# AMA1 RON2 block: AMA1-RON2 (P. falciparum) interaction inhibition. Potency, µM (series often up to 58.2 µM), for inactives: at the highest dose activity change, negative = inhibition, actives largely listed as inhibitors. AlphaScreen AMA1-biotinylated RON2 peptide binding. 360,000 tested, 0.2% active. AID 720542;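 also: potency is read from the fitted curve at half-maximal effect; 0% = vehicle wells and -100% = peptide control; nearly all actives have a fitted effect of over 45% in size; some results filed as inactive show a strong effect at the top dose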
#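 AMA1 (3D7) with his tag at 25 nM final met compounds first, then biotinylated RON2 peptide at 25 nM; detection used donor plus acceptor beads, 10 µg/mL apiece, read by AlphaScreen after 30 min at room temperature.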
# LmPK inh: blocks Leishmania mexicana pyruvate kinase activity; Q27686; purified LmPK, Kinase-Glo ATP luminescence, 1 h; Potency, µM (highest dose often 57.5 µM), for the others: at the top dose activity change, negative = inhibition, hits mostly inhibitors; 290,000 tested, 0.37% active; also: potency is read from the fitted curve at half-maximal effect
# Target sequence (Q27686 whole entry, looked up): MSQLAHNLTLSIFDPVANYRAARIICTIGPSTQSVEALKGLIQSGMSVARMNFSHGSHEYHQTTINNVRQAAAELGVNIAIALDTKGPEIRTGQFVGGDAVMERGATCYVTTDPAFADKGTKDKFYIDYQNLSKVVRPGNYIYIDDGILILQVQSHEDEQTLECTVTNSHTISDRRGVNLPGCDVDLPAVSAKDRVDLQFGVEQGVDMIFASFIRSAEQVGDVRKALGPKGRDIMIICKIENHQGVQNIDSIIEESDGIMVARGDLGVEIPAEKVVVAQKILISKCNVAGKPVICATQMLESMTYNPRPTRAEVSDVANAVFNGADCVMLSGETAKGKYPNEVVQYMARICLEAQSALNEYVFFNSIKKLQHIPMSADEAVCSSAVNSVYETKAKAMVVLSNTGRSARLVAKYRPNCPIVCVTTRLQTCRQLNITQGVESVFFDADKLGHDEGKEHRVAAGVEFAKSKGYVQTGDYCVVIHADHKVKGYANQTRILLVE
#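 Pyruvate kinase activity monitored as ATP production (luciferase luminescence). Conditions: 0.1 nM enzyme, 0.5 mM PEP, 0.1 mM ADP, 1 h, RT; normalized against uninhibited and no-enzyme wells.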
# Numbers without * were called inactive; ? = inconclusive; · = not tested or not shown; [ ] = another dose, or the depositor's remark. Unless noted, calls follow the shape of the dose curve; as a rule, active = well fitted curve in the direction sought with a large enough effect; inconclusive = small, poorly fitted or top-dose-only effect, or another doubt; inactive = no such curve, though single readings can be large; an effect the other way counts as inactive or inconclusive. Unless noted, % is scaled to controls: 0 for no effect and ±100 for the full control effect.
Compound | HCMV inh | AmpC detergent | Sm TGR block | TbPYK inhibitor | AmpC no deterg | AMA1 RON2 block | LmPK inh
Cc1cccc(N(C(=O)c2sc(C)nc2C)C(C(=O)NCc2ccco2)c2ccccc2)c1 (stereo not given) | 3 | -3% | -1% | 1% | ? | 2% | 5%
CCC(C(=O)NCCCN1CCCCCC1)n1nc(C)c2sc3ccccc3c2c1=O (stereo not given) | 3 | 6% | 9% | -8% | -8% | 6% | 3%
O=C1CSC(c2cccnc2)N1Cc1cccnc1 (stereo not given) | 4 | -12% | -1% | 3% | -22% | 8% | -2%
CCOC(=O)C1CCN(C(=O)CCc2ccccc2)CC1 | -19 | -7% | 89µM* | -10% | 3% | 0% | 1%
CCCS(=O)(=O)N1CCC(C(=O)NCCc2ccc(OC)c(OC)c2)CC1 | 20 | -10% | 3% | -3% | -17% | 44%[activator] | 3%
CC1(C)OC(=O)C2=C(C[C@@H](CCc3ccccc3)O[C@H]2C2CCCC2)O1 | -3 | · | · | 3% | · | 1% | ·
COc1ccc(C(=O)NC(=S)N2CCC(C)CC2)cc1 | 35 | 0% | -4% | -26% | 1% | 87%[activator] | 0%
COc1ccc(CN2COc3ccc4c(-c5ccccc5)cc(=O)oc4c3C2)cc1OC | -38 | -2% | -11% | -2% | · | · | ·
O=C(Nc1ccc(F)cc1F)c1noc2c1CCC2 | · | ? | ? | -9% | -26% | -21% | ?
CCOc1ccc(C(=O)Nc2nnc(C(C)C)s2)cc1OCC | -17 | 1% | -2% | -5% | -4% | -10% | 9%
COCCNC(=O)C1(C)CCCN(CCS(=O)(=O)c2ccc(C)cc2)C1 (stereo not given) | 7 | · | · | 4% | · | -1% | ·
Cc1cc(N2CCC(C(=O)NC3CC3)CC2)nc(-c2ccccc2)n1 | -31 | ? | -32% | -3% | -7% | 7% | 0%
CCNc1nc(OC)nc(SCC(=O)Nc2ccccc2)n1 | 7 | -2% | 0% | -12% | -18% | 3% | -2%
CC1CCN(C(=O)COC(=O)c2cccc(S(=O)(=O)N(C)c3ccccc3)c2)CC1 | 2 | -8% | -5% | 4% | 54% | -1%[11.6 µM] | ·
CC(=O)C1=C(O)C(=O)N(c2ccc(O)cc2)C1c1ccc(Cl)cc1 (stereo not given) | -23 | 0% | -33% | 2% | -21% | -2% | -3%
Fc1cnc(N2CCN(c3ccccc3)CC2)nc1N1CCN(c2ccccc2)CC1 | ? | 16% | 6% | 6% | -8% | -14% | 6%
CN(C(=O)C1Cc2c(-c3ccccc3Oc3ccccc3)ccnc2O1)c1ccccc1 (stereo not given) | -10 | · | · | -2% | · | -8% | ·
Cc1ccc(-c2cc(C(=O)NCc3cn(C)nc3C)c3cc(Br)ccc3n2)cc1 | 47 | -9% | 8% | 3% | 3% | -1% | 1%
Cc1ccc(C2=Nc3ccccc3NC(c3ccncc3)=N2)cc1 | -32 | -11% | 1% | -2% | · | · | ·
CC(C)C(=O)Nc1cccc(-c2nc3ccccc3o2)c1 | -12 | ? | -4% | 3% | -9% | -18% | -6%
CCN(CC)CCNC(=S)Nc1ccc2nc(N3CCCC3)cc(C)c2c1 | -30 | 3% | 0% | -12% | -21% | -10% | -7%[11.5 µM]
CC(=O)c1cccc(NC(=O)CSc2ccc(-c3cccnc3)nn2)c1 | -32 | · | · | -10% | · | -14% | ·
Cn1c(=O)c2[nH]c(-c3ccccc3)c(O)c2n(C)c1=O | -22 | -12% | -17% | -10% | -22% | -8% | -4%
Cc1cc2cc(CNC(=S)NC3CCCCC3)ccc2[nH]1 | -63* | 10% | 15% | 2% | ? | 48%[activator] | 8%[11.5 µM]
O=C1CC2(CCCCCC2)Oc2ccccc21 | 8 | · | · | -2% | · | 23% | ·
CCCn1c(Sc2nc3c(c(=O)[nH]c(=O)n3C)n2CCC)nc2c1c(=O)[nH]c(=O)n2C | 0 | 1% | -9% | 4% | -27% | 0% | 4%
O=C(O)CC1(CC(=O)NCc2ccc(F)cc2)CCCCC1 | · | 0% | 2% | -6% | -15% | 1% | 0%
C#CCOCCOCCOCCNc1nc(N2CCN(C(=O)CCCCCCCCCCNC(=O)[C@H](CCCCN)n3cc(CCO)nn3)CC2)nc(N2CCN(C(=O)CCCCCCCCCCNC(=O)[C@H](CCCCN)n3cc(CCO)nn3)CC2)n1 | · | -10% | 35µM* | 2% | 185%[activator] | -19% | ·
COc1ccc(N(CC(=O)Nc2ccc3c(c2)OCCO3)S(C)(=O)=O)c(OC)c1 | -3 | ? | -4% | 4% | 6% | -13% | -6%
CN(C)c1ccc(/C=N/NC(=O)c2ccccc2Cl)cc1 | -30 | ? | -7% | -8% | -14% | -12% | 2%
Cc1nc2nc(SCC(=O)NCCc3ccc(Cl)cc3)nn2c(C)c1Cc1ccccc1Cl | 27 | 5% | 18% | -6% | · | · | ·
O=C1/C(=C/c2ccc(F)cc2)SC(=S)N1NS(=O)(=O)c1ccccc1 | 73 | -3% | -11% | -15% | -33% | 18% | 3%
COc1ccccc1CCNC(=O)CNC(=O)Cc1cccc2ccccc12 | -18 | 3% | -12% | -5% | 23% | 8% | 0%
COc1ccc(C2(C#N)CC[N+](C)(C)CC2)cc1 | -27 | -7% | 8% | -6% | -12% | -6% | -1%
Cc1ccc(-c2n[nH]c(Cc3ccccc3)n2)cc1 | 0 | 0% | -19% | -10% | -20% | 7% | 2%
Cc1cccc(C(=O)N[C@@H](C)C(=O)N2CCN(c3ncccn3)CC2)c1 | 0 | 0% | -21% | 0% | -9% | -2% | ·

# Look-ups from the list.
# In AmpC no deterg, CCNc1nc(OC)nc(SCC(=O)Nc2ccccc2)n1 shows -18%
# In LmPK inh, CCN(CC)CCNC(=S)Nc1ccc2nc(N3CCCC3)cc(C)c2c1 shows -7%[11.5 µM]

# Next records
Compound | HCMV inh | AmpC detergent | Sm TGR block | TbPYK inhibitor | AmpC no deterg | AMA1 RON2 block | LmPK inh
O=S(=O)(c1ccc2ccccc2c1)N1C=CC(C(F)(F)F)=NCC1 | -7 | -1% | -26% | 0% | -13% | 6% | 10%
COc1ccccc1C(=O)Oc1cc(C)[nH]c(=O)c1[N+](=O)[O-] | -20 | 2% | -3% | -3% | 1% | 8% | 10%
CC(=O)Nc1c(O)nc(SC/C=C/CSc2nc(O)c(NC(C)=O)c(=O)[nH]2)[nH]c1=O | 2 | 3% | -5% | -9% | -12% | 6% | -1%
COc1cc2c(cc1CNC[C@H]1O[C@@H](n3cnc(C(N)=O)n3)[C@H](O)[C@@H]1O)OCO2 | 1 | · | · | -1% | · | -1% | ·
Cc1ccc(C(=O)Nc2nnc(S(=O)(=O)N(C)Cc3ccc(Cl)cc3)s2)cc1 | 0 | 23% | 2% | 9%[15.4 µM] | · | · | ·
O=C(c1cc(S(=O)(=O)N2CCC3(CC2)OCCO3)ccc1F)N1CCCCC1 | -3 | 0% | 0% | -12% | 2% | 14% | 0%
COc1ccc(OCC(=O)Nc2ccc3c(c2)nc(CCN2CCN(C)CC2)n3C)cc1 | -3 | 4% | 15% | 2% | 3% | 31%[activator] | -6%
O=C(C[C@H]1C[C@H](C(=O)N2CCCCC2)[C@@]2(CCc3ccccc3)c3[nH]c4ccc(Cl)cc4c3CCN2C1=O)NCc1ccco1 | -17 | · | · | 6% | -31% | -1% | ·
Cc1cc(OCC(=O)NCCCN2CCOCC2)cc(C)c1Cl | 3 | · | · | 5% | · | -12% | ·
COC(=O)c1ccc(NC(=S)Nc2ccc(O)cc2)cc1 | -24 | -4% | · | -7% | -14% | 39%[activator] | 1%
S=C1NCCOCCOCCNC(=S)N2CCOCCOCCN1CCOCCOCC2 | 1 | 11% | 2% | -1% | -7% | -3% | -1%[11.5 µM]
C[C@@H](C(=O)Nc1ccc2ccccc2c1)[C@@H]1C[C@@]1(C)[C@@H](NC(=O)OCc1ccccc1)c1ccccc1 | · | -8% | 4% | -1% | -38% | 3% | -2%

# Structural class: the entries above containing a Cl atom
Compound | HCMV inh | AmpC detergent | Sm TGR block | TbPYK inhibitor | AmpC no deterg | AMA1 RON2 block | LmPK inh
CC(=O)C1=C(O)C(=O)N(c2ccc(O)cc2)C1c1ccc(Cl)cc1 (stereo not given) | -23 | 0% | -33% | 2% | -21% | -2% | -3%
CN(C)c1ccc(/C=N/NC(=O)c2ccccc2Cl)cc1 | -30 | ? | -7% | -8% | -14% | -12% | 2%
Cc1nc2nc(SCC(=O)NCCc3ccc(Cl)cc3)nn2c(C)c1Cc1ccccc1Cl | 27 | 5% | 18% | -6% | · | · | ·
Cc1ccc(C(=O)Nc2nnc(S(=O)(=O)N(C)Cc3ccc(Cl)cc3)s2)cc1 | 0 | 23% | 2% | 9%[15.4 µM] | · | · | ·
O=C(C[C@H]1C[C@H](C(=O)N2CCCCC2)[C@@]2(CCc3ccccc3)c3[nH]c4ccc(Cl)cc4c3CCN2C1=O)NCc1ccco1 | -17 | · | · | 6% | -31% | -1% | ·
Cc1cc(OCC(=O)NCCCN2CCOCC2)cc(C)c1Cl | 3 | · | · | 5% | · | -12% | ·

# Continuation:
Compound | HCMV inh | AmpC detergent | Sm TGR block | TbPYK inhibitor | AmpC no deterg | AMA1 RON2 block | LmPK inh
CSc1nccc(-c2sc(SC)c(C#N)c2-c2ccccc2)n1 | -33 | 5% | 11% | -2% | -20% | 47%[activator] | 3%
CCCN1C(=O)/C(=C/c2ccc(N3CCOCC3)cc2)NC1=S | -5 | -2% | 5% | -16% | -11% | 21% | 10%
COc1ccccc1-n1c(SCC(=O)N2CCOCC2)nc2cccnc21 | 3 | -4% | · | 4% | 13% | -6% | -4%
COc1ccccc1NC(=O)CSc1nnc2ccc(-c3ccccn3)nn12 | 6 | -11% | 2% | -4% | -11% | 0% | ·

# Bioassay records as filed in PubChem BioAssay.
